CIT2 TOR yeast = modulators of CIT2-GFP expression in yeast, primary screen, S. cerevisiae, GFP fusion, multiplex flow cytometry, MLPCN library. GFP response vs DMSO, % at 10 µM. actives 0.065% (n = 320,000). S. cerevisiae CIT2-GFP strain, 3 h; 100 means same as DMSO wells;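 active = GFP response relative to DMSO above a set limit, near the screen mean plus 3 SD, cut at about 150% in these data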;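 also: ratio of well median GFP fluorescence to mean of DMSO wells on the plate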
LAP4 TOR yeast = modulators of LAP4-GFP expression in yeast, primary screen, S. cerevisiae, multiplex flow cytometry, MLPCN library; 3 h; median GFP as percent of DMSO wells; GFP response vs DMSO, % at 10 µM; actives 0.34% (n = 320,000); AID 2023, 2009;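 active = GFP response vs DMSO above a set limit, about the screen mean plus 3 SD, cut at about 150% in these data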
AGP1-GFP MLPCN = modulators of AGP1-GFP expression in yeast TOR pathway, primary screen, cell-based, multiplex flow cytometry, S. cerevisiae, MLPCN library; 3 h; GFP as percent of DMSO wells; GFP response vs DMSO, % at 10 µM; actives 0.02% (n = 320,000); AID 2066, 2009;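 active = GFP response relative to DMSO above a set limit, near screen average plus 3 SD, cut at about 150% in these data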;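 also: median GFP channel fluorescence of the gated AGP1 strain per well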
RPL19A-GFP yeast = RPL19A-GFP expression modulators in yeast, primary screen, cell-based, S. cerevisiae, multiplex flow cytometry, MLPCN; actives 0.3% (n = 330,000); S. cerevisiae RPL19A-GFP strain, 3 h; active compounds read low; percent response vs DMSO, % at 10 µM;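 active = percent response vs DMSO below 50%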;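 also: median channel GFP fluorescence of the barcoded RPL19A-GFP strain; ratio of sample median GFP to plate DMSO average so 100% = DMSO; lower means less RPL19A-GFP as with rapamycin TOR inhibition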
proCasp7 act = procaspase-7 activators, primary screen, counter-screen for procaspase-3 activator project, biochemical, absorbance, HTS, human | actives 0.093% (n = 330,000) | activation, % at 8.5 µM | AID 463210, 2010 | Caspase-7 (Homo sapiens), P55210 | recombinant procaspase-7, Ac-DEVD-pNA absorbance 405 nm; D23A/D198A/D206A triple mutant, cannot self-cleave; scale: DMSO 0, 5 µM enzyme 100;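 active = percent activation above the screen-wide mean plus 3 SD, cut at about 25% in these data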
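Assay system: Uncleavable procaspase-7 mutant enzyme; Input: 2 µM procaspase-7 mutant as dispensed; Also added: DEVD-pNA substrate; Medium: Zinc-free HEPES pH 7.4 with 300 mM NaCl, 0.01% Triton X-100; Timing: 1 h compound preincubation, 2 h substrate cleavage, 25 °C; Measured by: Epi-absorbance of released pNA at 405 nm, two timepoints.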
MEP2 TOR yeast = modulators of MEP2-GFP levels in yeast, primary screen, S. cerevisiae, multiplex flow cytometry, MLPCN library. GFP response vs DMSO, % at 10 µM. S. cerevisiae MEP2-GFP strain, 3 h; 100% = DMSO control level. actives 0.51% (n = 330,000). AID 2016, 2009;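 active = GFP response versus DMSO above a set limit, roughly screen mean plus 3 SD, cut at about 180% in these data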;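 also: median GFP fluorescence of the barcode-gated MEP2-GFP cells per well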
proCasp3 act = activators of human procaspase-3 D3A mutant, primary screen, biochemical, absorbance, PC-3 D3A mutant, single concentration. Caspase-3 (Homo sapiens), P42574. AID 463141, 2010. actives 0.11% (n = 330,000). activation, % at 8.5 µM. recombinant procaspase-3 D3A, Ac-DEVD-pNA absorbance 405 nm;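 active = activation above the mean of all tested compounds plus 3 SD, cut at about 21% in these data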;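 also: 0% = DMSO alone and 100% = DMSO wells spiked with extra 5 µM PC-3 D3A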
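Technique: 405 nm absorbance of p-nitroaniline, reads at 0 and 120 min; Test system: Procaspase-3 D3A mutant; Incubation: 1 h enzyme-compound preincubation, then 2 h substrate reaction, 25 °C; Repeats: singlicate, each compound tested once; Benchmarks: low control DMSO wells, high control DMSO plus 5 µM PC-3 D3A.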
AHR act = AHR activators, primary screen, cell-based, luminescence, luciferase reporter, human | AHR-responsive luciferase reporter cells | activation, % at 5 µM | actives 2.5% (n = 320,000); in the data active = activation above about 47%;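 also: 0% = vehicle wells and 100% = reference agonist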
Target sequence (P35869 whole entry, looked up): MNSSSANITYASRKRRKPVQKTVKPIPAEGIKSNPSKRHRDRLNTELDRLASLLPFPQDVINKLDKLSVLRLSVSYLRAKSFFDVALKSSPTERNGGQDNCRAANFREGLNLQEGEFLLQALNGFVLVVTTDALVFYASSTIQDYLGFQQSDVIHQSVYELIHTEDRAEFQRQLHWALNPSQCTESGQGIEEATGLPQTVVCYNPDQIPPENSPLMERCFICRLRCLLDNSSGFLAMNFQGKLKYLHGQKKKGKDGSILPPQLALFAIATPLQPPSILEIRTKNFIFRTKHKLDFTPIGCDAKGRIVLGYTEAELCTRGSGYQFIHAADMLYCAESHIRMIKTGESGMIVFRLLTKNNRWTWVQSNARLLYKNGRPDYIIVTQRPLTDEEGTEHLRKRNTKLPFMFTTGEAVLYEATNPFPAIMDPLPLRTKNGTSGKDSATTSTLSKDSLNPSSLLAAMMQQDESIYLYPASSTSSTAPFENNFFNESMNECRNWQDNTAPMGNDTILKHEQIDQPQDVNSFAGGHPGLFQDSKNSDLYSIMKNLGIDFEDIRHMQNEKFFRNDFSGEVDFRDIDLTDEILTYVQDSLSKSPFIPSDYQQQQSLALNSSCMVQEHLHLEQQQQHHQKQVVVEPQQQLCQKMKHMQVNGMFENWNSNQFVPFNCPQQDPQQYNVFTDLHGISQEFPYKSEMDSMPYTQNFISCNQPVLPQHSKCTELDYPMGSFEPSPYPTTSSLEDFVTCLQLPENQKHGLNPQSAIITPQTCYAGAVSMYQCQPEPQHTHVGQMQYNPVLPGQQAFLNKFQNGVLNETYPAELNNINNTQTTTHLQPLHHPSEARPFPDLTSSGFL
* hit, by the source's call; . = not tested or not shown.

| nr | SMILES | CIT2 TOR yeast | LAP4 TOR yeast | AGP1-GFP MLPCN | RPL19A-GFP yeast | proCasp7 act | MEP2 TOR yeast | proCasp3 act | AHR act |
| --- | --- | --- | --- | --- | --- | --- | --- | --- | --- |
| 1 | COc1ccc(-c2nc(-c3ccccn3)no2)cc1 | 96 | 94 | 93 | 108 | 1 | 91 | -6 | -14 |
| 2 | CCc1ccc(S(=O)(=O)/N=C2\C=C(Nc3ccc(C(=O)O)cc3)C(=O)c3ccccc32)cc1 | 102 | 97 | 103 | 103 | -17 | 101 | -2 | 13 |
| 3 | CN(C)C(CNC(C(=O)Nc1ccc([N+](=O)[O-])cc1Br)c1ccccc1)c1ccccc1 (configuration not stated) | 97 | 99 | 97 | 99 | -1 | 97 | 6 | 0 |
| 4 | O=C(O)CSC1CC(=O)N(c2ccc(Cl)c(Cl)c2)C1=O (configuration not stated) | 99 | 99 | 103 | 100 | -18 | 105 | -25 | 5 |
| 5 | CCOc1ccc(S(=O)(=O)NCCC(=O)NCc2ccc(OC)c(OC)c2)cc1 | 105 | 109 | 108 | 97 | 9 | 106 | 1 | 1 |
| 6 | COc1cccc(C(=O)N2CCOCC2)c1 | . | 93 | 96 | 94 | 4 | 96 | -6 | 0 |
| 7 | CCc1noc(C)c1C(=O)N1CCCC1 | 91 | 101 | 92 | 96 | 6 | 101 | 3 | 2 |
| 8 | O=c1[nH]c(-c2ccncc2)nc2ccccc12 | 110 | 94 | 103 | 98 | -15 | 102 | -7 | 14 |
| 9 | Cc1onc(-c2ccccc2Cl)c1C(=O)N1C=CC(C(F)(F)Cl)=NCC1 | 97 | 102 | 100 | 95 | 14 | 103 | 4 | 2 |
| 10 | O=C(CSc1nnnn1C1CCCC1)N1CCOCC1 | 86 | 80 | 88 | 89 | 8 | 85 | -5 | 5 |
| 11 | CCc1ccccc1Nc1nc2ccccc2[nH]1 | 106 | 106 | 105 | 100 | 3 | 99 | -3 | 3 |
| 12 | COc1ccc(-c2noc(C3CCCN(C(=O)c4cccc(C)c4)C3)n2)cc1 (configuration not stated) | 100 | 93 | 95 | 99 | 11 | 106 | -3 | -1 |

Reprinted at random: 3 records from the list, in no set order.
| nr | SMILES | CIT2 TOR yeast | LAP4 TOR yeast | AGP1-GFP MLPCN | RPL19A-GFP yeast | proCasp7 act | MEP2 TOR yeast | proCasp3 act | AHR act |
| --- | --- | --- | --- | --- | --- | --- | --- | --- | --- |
| 3 | CN(C)C(CNC(C(=O)Nc1ccc([N+](=O)[O-])cc1Br)c1ccccc1)c1ccccc1 (configuration not stated) | 97 | 99 | 97 | 99 | -1 | 97 | 6 | 0 |
| 11 | CCc1ccccc1Nc1nc2ccccc2[nH]1 | 106 | 106 | 105 | 100 | 3 | 99 | -3 | 3 |
| 8 | O=c1[nH]c(-c2ccncc2)nc2ccccc12 | 110 | 94 | 103 | 98 | -15 | 102 | -7 | 14 |

The listing picks up, starting 2 compounds before the break.
| nr | SMILES | CIT2 TOR yeast | LAP4 TOR yeast | AGP1-GFP MLPCN | RPL19A-GFP yeast | proCasp7 act | MEP2 TOR yeast | proCasp3 act | AHR act |
| --- | --- | --- | --- | --- | --- | --- | --- | --- | --- |
| 11 | CCc1ccccc1Nc1nc2ccccc2[nH]1 | 106 | 106 | 105 | 100 | 3 | 99 | -3 | 3 |
| 12 | COc1ccc(-c2noc(C3CCCN(C(=O)c4cccc(C)c4)C3)n2)cc1 (configuration not stated) | 100 | 93 | 95 | 99 | 11 | 106 | -3 | -1 |
| 13 | NNC(=O)c1oc2nc(-c3ccc(Cl)cc3)cc(-c3ccccc3)c2c1N | 83 | 100 | 51 | 99 | . | 107 | . | . |
| 14 | CCOc1cc(/C=N/NC(=O)c2cccnc2)ccc1OCC(N)=O | 104 | 109 | 106 | 103 | 8 | 99 | 4 | 6 |
| 15 | Oc1cc2c(c(Cl)c1O)CCNCC2c1ccccc1 (configuration not stated) | 82 | 102 | 89 | 100 | -7 | 100 | 2 | 2 |
| 16 | Cc1ccc(S(=O)(=O)N(CC(O)CN2C(=O)NC(C)(C)C2=O)c2cccc([N+](=O)[O-])c2)cc1 (configuration not stated) | 98 | 97 | 96 | 98 | 2 | 94 | 1 | 3 |
| 17 | CCN1C/C(=C/c2sccc2C)c2nc3ccccc3c(C(=O)O)c2C1 | 96 | 99 | 105 | 102 | 0 | 100 | -5 | 2 |
| 18 | COc1cccc(NC(=O)CN(C)C(=O)c2cn(-c3ccccc3)nc2-c2cccs2)c1 | 97 | 103 | 103 | 100 | -9 | 107 | -1 | 3 |
| 19 | Cc1cccc(N(Cc2ccccc2)C(=O)c2ccc(F)c(S(=O)(=O)N3CCOCC3)c2)c1 | 91 | 108 | 110 | 100 | 14 | 99 | 2 | -2 |
| 20 | CCOC(=O)c1c(NC(=O)COC(=O)Cc2n[nH]c(=O)c3ccccc23)sc(C(=O)N(C)C)c1C | 99 | 109 | 106 | 96 | 6 | 100 | 1 | 11 |
| 21 | CC1CC(C)CN(c2cc(N(C)CCO)c([N+](=O)[O-])c3nonc23)C1 (configuration not stated) | 99 | 101 | 104 | 99 | -3 | 98 | -3 | 8 |
| 22 | CC(C)(C)/C(O)=C/c1nc2ccccc2[nH]c1=O | 101 | 90 | 92 | 103 | 3 | 93 | 6 | 20 |
| 23 | NS(=O)(=O)c1ccc(CCN2C(=O)CCC2=O)cc1 | 111 | 89 | 103 | 103 | 0 | 103 | 2 | 1 |
| 24 | O=CNCCc1nc2ccccc2n1CCc1ccccc1 | 105 | 95 | 102 | 105 | 1 | 104 | 0 | 2 |

Following part:
| nr | SMILES | CIT2 TOR yeast | LAP4 TOR yeast | AGP1-GFP MLPCN | RPL19A-GFP yeast | proCasp7 act | MEP2 TOR yeast | proCasp3 act | AHR act |
| --- | --- | --- | --- | --- | --- | --- | --- | --- | --- |
| 25 | COc1ccc(-c2cn3cccnc3n2)cc1Br | 101 | 114 | 109 | 113 | 0 | 105 | -4 | 3 |
| 26 | O=C(NCc1ccccn1)C1CCCN(Cc2cnn(-c3ccccc3)c2-n2cccc2)C1 (configuration not stated) | 112 | 117 | 102 | 106 | 7 | 121 | -5 | 1 |
| 27 | COc1ccc2c(OC)c3ccoc3nc2c1OC | 92 | 101 | 93 | 94 | 2 | 96 | -4 | 3 |
| 28 | COC(=O)c1ccc(C(=O)OC)c(NS(C)(=O)=O)c1 | 98 | 96 | 100 | 94 | 9 | 102 | 6 | 0 |
| 29 | Cc1cccc(-n2ccc(=O)c(C(=O)Nc3ccc(S(=O)(=O)Nc4nccc(C)n4)cc3)n2)c1 | 99 | 95 | 94 | 94 | 3 | 103 | -1 | -1 |
| 30 | N#Cc1c(Nc2ccccc2)sc(C(=O)c2ccccc2)c1N | 95 | 99 | 91 | 92 | -9 | 97 | -9 | 9 |

Entries of single compounds, looked up by structure.
Oc1cc2c(c(Cl)c1O)CCNCC2c1ccccc1 (configuration not stated) is entered as CIT2 TOR yeast: 82; LAP4 TOR yeast: 102; AGP1-GFP MLPCN: 89; RPL19A-GFP yeast: 100; proCasp7 act: -7; MEP2 TOR yeast: 100; proCasp3 act: 2; AHR act: 2
COc1ccc(-c2noc(C3CCCN(C(=O)c4cccc(C)c4)C3)n2)cc1 (configuration not stated) is entered as CIT2 TOR yeast: 100; LAP4 TOR yeast: 93; AGP1-GFP MLPCN: 95; RPL19A-GFP yeast: 99; proCasp7 act: 11; MEP2 TOR yeast: 106; proCasp3 act: -3; AHR act: -1
Cc1cccc(N(Cc2ccccc2)C(=O)c2ccc(F)c(S(=O)(=O)N3CCOCC3)c2)c1 is entered as CIT2 TOR yeast: 91; LAP4 TOR yeast: 108; AGP1-GFP MLPCN: 110; RPL19A-GFP yeast: 100; proCasp7 act: 14; MEP2 TOR yeast: 99; proCasp3 act: 2; AHR act: -2

Source: PubChem (several laboratories)
